Source: PubChem BioAssay
RGS12 GoLoco inh – qHTS Assay for Inhibitors of RGS12 GoLoco Motif Activity (Red Fluorophore); Potency, µM (doses to about 61.6 µM), inactives show top-dose activity, negative = inhibition, actives largely listed as inhibitors; Gai1:RGS12 GoLoco peptide FP, rhodamine, 10 min; Guanine nucleotide-binding protein G(i) subunit alpha-1 (Homo sapiens), P63096; hit rate 0.44% among 230,000; active = well fitted inhibition curve with a large enough effect, not every such curve was filed as active; inactive = no such curve, though single readings can be large or run the other way; note: % is set by controls: 0 for no effect and ±100 for the full control effect; nearly all actives have a fitted effect of over 30% in size; many of its hits are not listed in these tables
Epigenetic derep – Quantitative High-Throughput Screen for Regulators of Epigenetic Control | murine LDR cells, GFP reporter derepression, 30 h | hit rate 0.2% among 280,000 | AID 1865, 2009 | Potency, µM (series often up to 53.9 µM), for the others: top-dose GFP activation, most hits filed as activators; note: % of control where 0% means no effect; nearly all actives have a fitted effect of over 60% in size
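Derepression of a silenced CMV-GFP reporter in murine LDR cells is scored by enumerating GFP-positive cells with a laser-scanning microplate cytometer after 30 hours of treatment at 37 C.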
IMPase Li cell – qHTS Assay for Identifying the Cell-Membrane Permeable IMPase Inhibitors: Potentiation with Lithium. hit rate 0.35% among 210,000. Potency, µM (highest dose often 59.4 µM), for the others: at the top dose activity, negative = IMPase inhibition, hits mostly inhibitors. CHO-M1 cells, IP1 TR-FRET (IP-One), carbachol + lithium;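 note: IP1 builds up when IMPase is blocked and the TR-FRET signal falls; plate controls were basal vehicle for no effect and high inhibitor control for full effect; nearly all actives have a fitted effect of over 50% in size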
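CHO cells stably expressing M1 receptor (2000/well) were cultured 16–30 h, then exposed to compounds with a small lithium addition for 30 min at 37C. IP1 was measured by TR-FRET competition; AC50 from Hill fits.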
SMN2 splice enh – qHTS Assay for Enhancers of SMN2 Splice Variant Expression. Potency, µM (highest dose often 46.1 µM), inactives show top-dose activity change, positive = activation, hits mostly activators. HEK293 SMN2-luciferase splicing reporter, luminescence, 30-36 h. AID 1458, 2008. hit rate 2.8% among 210,000; note: % of control where 0% means no effect; nearly all actives have a fitted effect of over 55% in size
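qHTS luciferase splicing reporter: luminescence rises when SMN2 exon 7 is included in transfected HEK293 cells. Compound exposure lasted 30-36 h at 37C, with 4.5 mM final sodium butyrate as control, followed by a ONE-Glo read.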
NPSR antagonist – qHTS Assay for Antagonists of the Neuropeptide S Receptor: cAMP Signal Transduction | Potency, µM (series often up to 38.3 µM), for inactives: top-dose activity change, negative = inhibition, actives largely listed as inhibitors | CHO-NPSR cells, cAMP TR-FRET, antagonist mode | Q6W5P4 | AID 1461, 2008 | hit rate 1% among 220,000; note: % is set by controls: 0 for no effect and ±100 for the full control effect; nearly all actives have a fitted effect of over 50% in size; many of its hits are not listed in these tables
Target sequence (Q6W5P4 whole entry, looked up): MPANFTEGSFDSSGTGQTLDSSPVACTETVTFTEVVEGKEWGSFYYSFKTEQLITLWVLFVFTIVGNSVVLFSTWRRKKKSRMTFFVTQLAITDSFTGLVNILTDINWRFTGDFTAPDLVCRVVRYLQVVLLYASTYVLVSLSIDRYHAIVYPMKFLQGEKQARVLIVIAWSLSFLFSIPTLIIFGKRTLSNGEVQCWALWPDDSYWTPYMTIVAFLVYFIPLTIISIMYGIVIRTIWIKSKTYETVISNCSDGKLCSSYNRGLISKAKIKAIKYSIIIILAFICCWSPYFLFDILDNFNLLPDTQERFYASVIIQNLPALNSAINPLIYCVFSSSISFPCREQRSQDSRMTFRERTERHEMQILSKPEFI
RECQ1 inh – qHTS Assay for Inhibitors of RecQ-Like Dna Helicase 1 (RECQ1). ATP-dependent DNA helicase Q1 (Homo sapiens), P46063. RECQ1 DNA unwinding, red fluorescence kinetic read. Potency, µM (titrated, usually from 57.3 µM), without a hit: at the highest dose activity, negative = inhibition, most hits filed as inhibitors. hit rate 0.54% among 240,000. AID 2549, 2010;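 note: plate controls were vehicle for no effect and no enzyme for full effect; nearly all actives have a fitted effect of over 30% in size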
Target sequence (P46063 whole entry, looked up): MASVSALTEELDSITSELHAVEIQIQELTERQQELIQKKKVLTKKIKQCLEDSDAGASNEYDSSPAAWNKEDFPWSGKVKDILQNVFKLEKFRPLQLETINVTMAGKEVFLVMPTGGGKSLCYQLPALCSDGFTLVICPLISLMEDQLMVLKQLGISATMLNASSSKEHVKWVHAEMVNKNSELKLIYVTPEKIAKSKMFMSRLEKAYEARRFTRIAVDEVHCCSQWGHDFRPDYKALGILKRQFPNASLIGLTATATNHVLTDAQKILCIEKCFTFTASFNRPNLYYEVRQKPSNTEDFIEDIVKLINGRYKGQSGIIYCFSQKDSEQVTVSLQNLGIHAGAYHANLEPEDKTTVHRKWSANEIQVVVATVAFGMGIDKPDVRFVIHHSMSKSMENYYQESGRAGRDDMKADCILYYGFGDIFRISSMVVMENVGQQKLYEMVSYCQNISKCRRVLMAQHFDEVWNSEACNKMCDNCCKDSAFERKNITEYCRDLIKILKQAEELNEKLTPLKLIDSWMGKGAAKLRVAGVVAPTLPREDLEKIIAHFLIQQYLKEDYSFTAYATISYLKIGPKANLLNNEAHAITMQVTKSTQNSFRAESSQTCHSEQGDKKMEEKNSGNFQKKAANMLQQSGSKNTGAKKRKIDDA
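50 nM RECQ1T1 preincubated 15 min with compound in Tris pH 8.0 buffer with MgCl2, DTT, Tween-20 and 2.5 ug/ml poly(dI-dC); started with 200 nM TAMRA/BHQ-2 forked duplex and 2 mM ATP. Unwinding read as fluorescence (525/598 nm), two reads 2 h apart.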
KDM4E inh – qHTS Assay for Inhibitors of Human Jumonji Domain Containing 2E (JMJD2E). Lysine-specific demethylase 4E (Homo sapiens), B2RXH2. JMJD2E catalytic domain, FDH-coupled NADH fluorescence (FDH is formaldehyde dehydrogenase). Potency, µM (top dose mostly 57.1 µM), inactives show at the highest dose activity change, negative = inhibition, hits mostly inhibitors. hit rate 1.6% among 230,000. AID 2147, 2009; active = well fitted inhibition curve with a large enough effect, not every such curve was filed as active; inconclusive = small, poorly fitted or top-dose-only effect, or another doubt; inactive = no such curve, though single readings can be large or run the other way;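 note: 0% = wells with enzyme and -100% = buffer wells without enzyme; nearly all actives have a fitted effect of over 50% in size; many of its hits are not listed in these tables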
KinaseGlo FLuc – Counterscreen for Luciferase (Kinase-Glo TM) Inhibition; Kinase-Glo luciferase, ATP luminescence, 8 min; Potency, µM (doses to about 38.3 µM), for the others: at the highest dose activity change, negative = inhibition, most hits filed as inhibitors; hit rate 0.28% among 200,000; AID 1379, 2008; note: % is set by controls: 0 for no effect and ±100 for the full control effect; nearly all actives have a fitted effect of over 60% in size
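Light output from Kinase-Glo luciferase with luciferin and 10 uM ATP in 50 mM imidazole pH 7.2, KCl, MgCl2, Tween 20, BSA; compound pin-delivered, 8-min ambient incubation, then luminescence read.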
* hit, by the source's call; [ ] = remark or other dose. Unless noted, calls come from the whole dose curve; as a rule, active = well fitted curve in the direction sought with a large enough effect; inconclusive = small, poorly fitted or top-dose-only effect, or another doubt; inactive = no such curve, though single readings can be large; an effect the other way counts as inactive or inconclusive. Potency is the fitted concentration of half-maximal effect. Only part of the results is shown; rates above refer to the full screens.

How did COc1ccc(NCc2nnc(SCC(=O)c3ccc(OC)cc3)o2)cc1 do in these assays?
RGS12 GoLoco inh: 6%; Epigenetic derep: 7.9%; IMPase Li cell: 40%[38.3 µM]; SMN2 splice enh: 27%; NPSR antagonist: -12%[46.1 µM]; RECQ1 inh: 1%; KDM4E inh: -7%; KinaseGlo FLuc: -6%

What do the screens show for `N=c1c2c(-c3ccccc3)c(-c3ccccc3)n(Cc3ccco3)c2ncn1CCO`?
RGS12 GoLoco inh: -4%; Epigenetic derep: -0.1%; IMPase Li cell: 20%; SMN2 splice enh: 22%; NPSR antagonist: -29%; RECQ1 inh: -5%; KDM4E inh: -10%; KinaseGlo FLuc: 2%

Results for COc1ccc(NC(=O)COc2cccnc2[N+](=O)[O-])cc1OC ?
RGS12 GoLoco inh: 7%; Epigenetic derep: -1.6%; IMPase Li cell: -3%; SMN2 splice enh: 4%; NPSR antagonist: 9%; RECQ1 inh: inactive; KDM4E inh: 3%; KinaseGlo FLuc: 1%

Results for CN(C)c1cccc(C(=O)NCc2ccc(Cl)cc2)c1 ?
RGS12 GoLoco inh: -2%; Epigenetic derep: -2.0%; IMPase Li cell: 2%; SMN2 splice enh: -23%; NPSR antagonist: -5%; RECQ1 inh: -8%; KDM4E inh: inconclusive; KinaseGlo FLuc: -3%

What do the screens show for `O=C(/C=C/c1ccccc1)NC(=S)NNC(=O)c1cccnc1`?
RGS12 GoLoco inh: 7%; Epigenetic derep: 0.0%; IMPase Li cell: 12%[38.3 µM]; SMN2 splice enh: 0%; NPSR antagonist: -10%[46.1 µM]; RECQ1 inh: -6%; KDM4E inh: inconclusive; KinaseGlo FLuc: 5%

How did COc1ccc(-c2[nH]ncc2N=Nc2ccccc2)cc1 do in these assays?
RGS12 GoLoco inh: 6%; Epigenetic derep: inconclusive; IMPase Li cell: 12%; SMN2 splice enh: inconclusive; NPSR antagonist: -41%; RECQ1 inh: -13%; KDM4E inh: -14%; KinaseGlo FLuc: 1%

What do the screens show for `COc1ccccc1C(=O)Nc1nnn(C)n1`?
RGS12 GoLoco inh: -4%; Epigenetic derep: 0.5%; IMPase Li cell: -5%[38.3 µM]; SMN2 splice enh: -6%; NPSR antagonist: -2%[46.1 µM]; RECQ1 inh: -1%; KDM4E inh: 8%; KinaseGlo FLuc: -5%

How did Cc1ccc(Cn2nc(C)c(NC(=O)C3(C)CC3(Br)Br)c2C)cc1 (stereo unspecified) do in these assays?
RGS12 GoLoco inh: 7%; Epigenetic derep: -1.0%; IMPase Li cell: -1%; SMN2 splice enh: -22%; NPSR antagonist: 2%[46.1 µM]; RECQ1 inh: -2%; KDM4E inh: 4%; KinaseGlo FLuc: 1%

What do the screens show for `O=C(Oc1ccc(-c2ccccc2)cc1)C1C2CCCCC21` (stereo unspecified)?
RGS12 GoLoco inh: 7%; Epigenetic derep: -4.1%; IMPase Li cell: -8%; SMN2 splice enh: 5%; NPSR antagonist: 20%; RECQ1 inh: 8%; KDM4E inh: 2%; KinaseGlo FLuc: 2%

How did Cc1cc(C)n(-c2ccc(C(=O)Nc3ccc4c(c3)OCCO4)cc2)n1 do in these assays?
RGS12 GoLoco inh: -6%; Epigenetic derep: 2.4%; IMPase Li cell: 20%[38.3 µM]; SMN2 splice enh: 17%; NPSR antagonist: -11%[46.1 µM]; RECQ1 inh: -3%; KDM4E inh: -2%; KinaseGlo FLuc: -2%

Quoted at random: two entries already listed
How did COc1ccc(NCc2nnc(SCC(=O)c3ccc(OC)cc3)o2)cc1 do in these assays?
RGS12 GoLoco inh: 6%; Epigenetic derep: 7.9%; IMPase Li cell: 40%[38.3 µM]; SMN2 splice enh: 27%; NPSR antagonist: -12%[46.1 µM]; RECQ1 inh: 1%; KDM4E inh: -7%; KinaseGlo FLuc: -6%

Results for CN(C)c1cccc(C(=O)NCc2ccc(Cl)cc2)c1 ?
RGS12 GoLoco inh: -2%; Epigenetic derep: -2.0%; IMPase Li cell: 2%; SMN2 splice enh: -23%; NPSR antagonist: -5%; RECQ1 inh: -8%; KDM4E inh: inconclusive; KinaseGlo FLuc: -3%

Remaining list, next part
How did COc1ccc(OC)c(-c2csc3nnc(SCC(=O)Nc4ccc(NC(C)=O)cc4)n23)c1 do in these assays?
RGS12 GoLoco inh: 7%; Epigenetic derep: 4.9%; IMPase Li cell: -8%[38.3 µM]; SMN2 splice enh: -3%; NPSR antagonist: -5%[7.67 µM]; RECQ1 inh: -5%; KDM4E inh: -6%; KinaseGlo FLuc: -4%

What do the screens show for `COC(=O)c1cc2c(s1)-c1ccccc1OC2`?
RGS12 GoLoco inh: 5%; Epigenetic derep: 0.7%; IMPase Li cell: -9%[38.3 µM]; SMN2 splice enh: 2%; NPSR antagonist: 15%[46.1 µM]; RECQ1 inh: inactive; KDM4E inh: inconclusive; KinaseGlo FLuc: 0%[39.9 µM]

What do the screens show for `COC(=O)c1cnc(Oc2ccc(NC(=O)NC(=O)c3c(OC)cccc3OC)cc2)cc1C(F)(F)F`?
RGS12 GoLoco inh: 2%; Epigenetic derep: 14%; NPSR antagonist: 60%; RECQ1 inh: -5%; KDM4E inh: inconclusive

What do the screens show for `CCN(CC)c1cnn(C/C(=N\OC)c2ccc(Cl)cc2)c(=O)c1Br`?
RGS12 GoLoco inh: 9%; Epigenetic derep: -1.1%; IMPase Li cell: 37%[activator][38.3 µM]; SMN2 splice enh: -3%; NPSR antagonist: inconclusive; RECQ1 inh: -12%; KDM4E inh: 7%; KinaseGlo FLuc: 2%

Results for COc1ccc(OCCC(=O)OCC(=O)NC(=O)NC(C)C)cc1 ?
RGS12 GoLoco inh: -1%; Epigenetic derep: 0.3%; IMPase Li cell: 15%[38.3 µM]; SMN2 splice enh: -6%; NPSR antagonist: -6%[46.1 µM]; RECQ1 inh: inactive; KDM4E inh: 4%; KinaseGlo FLuc: -3%

How did CCOc1ccc(NC(=O)CC2C(=O)N(CC)C(=S)N2NC(=O)c2ccncc2)cc1 (stereo unspecified) do in these assays?
RGS12 GoLoco inh: 4%; Epigenetic derep: -1.1%; NPSR antagonist: -5%; RECQ1 inh: -4%; KDM4E inh: 5%

Results for CS(=O)(=O)Oc1ccc(Br)c2cccnc12 ?
RGS12 GoLoco inh: -9%; Epigenetic derep: -2.6%; NPSR antagonist: 12%; RECQ1 inh: 2%; KDM4E inh: -8%

What do the screens show for `CCCNC(=O)NC(=O)CSc1nncs1`?
RGS12 GoLoco inh: 2%; Epigenetic derep: 1.3%; IMPase Li cell: 1%; SMN2 splice enh: 2%; NPSR antagonist: 7%; RECQ1 inh: -9%; KDM4E inh: 6%; KinaseGlo FLuc: 2%

What do the screens show for `CC(=O)Nc1cccc(NC(=S)Nc2cccc(Cl)c2Cl)c1`?
RGS12 GoLoco inh: 20%; Epigenetic derep: 4.5%; IMPase Li cell: -3%; SMN2 splice enh: 6%; NPSR antagonist: 8%; RECQ1 inh: inactive; KDM4E inh: inconclusive; KinaseGlo FLuc: 3%

Results for CC12CCC(C(=O)NC3CCCC3)(CC1=O)C2(C)C (stereo unspecified) ?
RGS12 GoLoco inh: 0%; Epigenetic derep: 0.0%; IMPase Li cell: 14%[38.3 µM]; SMN2 splice enh: -14%; NPSR antagonist: -12%[46.1 µM]; RECQ1 inh: 1%; KDM4E inh: 11%; KinaseGlo FLuc: 3%

What do the screens show for `Cc1ccc(C(=O)COC(=O)c2c(C)cc(=O)oc2C)cc1[N+](=O)[O-]`?
RGS12 GoLoco inh: 4%; Epigenetic derep: -0.1%; IMPase Li cell: 6%; SMN2 splice enh: -21%; NPSR antagonist: 12%; RECQ1 inh: 4%; KDM4E inh: 10%; KinaseGlo FLuc: 0%

What do the screens show for `Cc1ccc(-c2nnc3c(C(F)(F)F)nc4ccccc4n23)cc1`?
RGS12 GoLoco inh: -8%; Epigenetic derep: 3.5%; IMPase Li cell: 13%[38.3 µM]; SMN2 splice enh: 2%; NPSR antagonist: -15%[46.1 µM]; RECQ1 inh: -14%; KDM4E inh: inconclusive; KinaseGlo FLuc: 2%

What do the screens show for `COc1cc(F)ccc1S(=O)(=O)N1CCN(C23CC4CC(CC(C4)C2)C3)CC1`?
RGS12 GoLoco inh: 9%; Epigenetic derep: 0.6%; IMPase Li cell: 32%[activator][38.3 µM]; SMN2 splice enh: -8%; NPSR antagonist: -10%[46.1 µM]; RECQ1 inh: -10%; KDM4E inh: 0%; KinaseGlo FLuc: 0%

What do the screens show for `Cc1ccc(S(=O)(=O)c2cnc(-c3ccccc3)nc2N2CCN(C)CC2)cc1`?
RGS12 GoLoco inh: 2%; Epigenetic derep: 2.5%; IMPase Li cell: 15%; NPSR antagonist: 32%; RECQ1 inh: inactive; KDM4E inh: -3%; KinaseGlo FLuc: -3%

Results for CN1CCN(c2nc(-c3ccc(Cl)s3)cs2)CC1 ?
RGS12 GoLoco inh: 4%; Epigenetic derep: 0.4%; IMPase Li cell: 2%; SMN2 splice enh: 11%; NPSR antagonist: -2%; RECQ1 inh: inactive; KDM4E inh: -9%; KinaseGlo FLuc: -1%

Results for CCc1cc2c(N3CCCCC3)ncnc2s1 ?
RGS12 GoLoco inh: -6%; Epigenetic derep: -0.2%; IMPase Li cell: 23%[38.3 µM]; SMN2 splice enh: -34%[inhibitor]; NPSR antagonist: -7%[46.1 µM]; RECQ1 inh: 3%; KDM4E inh: inconclusive; KinaseGlo FLuc: -3%

What do the screens show for `C/C(=N\Nc1nc2ccccc2s1)c1cccs1`?
RGS12 GoLoco inh: 6%; Epigenetic derep: -3.8%; IMPase Li cell: -4%; NPSR antagonist: -16%; RECQ1 inh: 7%; KDM4E inh: -2%; KinaseGlo FLuc: -17%

What do the screens show for `Cn1c(=O)n(-c2ccc(Cl)cc2)c(=O)c2c3c(sc21)COC(C)(C)C3`?
RGS12 GoLoco inh: -6%; Epigenetic derep: 0.0%; IMPase Li cell: -6%[38.3 µM]; SMN2 splice enh: -12%; NPSR antagonist: -11%[46.1 µM]; RECQ1 inh: -2%; KDM4E inh: 2%; KinaseGlo FLuc: -3%
